Tat export inh: E. coli Tat export inhibitors, primary screen, MC4100, TorA-mCherry reporter, fluorescence, single point. inhibition, % at 10 µM. AID 488895, 2010. hit rate 0.036% among 340,000;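 active means mean replicate inhibition at least 50% and at least half of replicates individually reaching 50%; inconclusive means only one of the two criteria met; inactive means neither criterion met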;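 further: exported cargo escapes ClpAP degradation while cytoplasmic cargo is degraded and loses fluorescence; 0% = median of neutral control wells and 100% = median of NaSCN control wells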
PKA-R1A activ: activators of PKA-R1A holoenzyme, primary screen, biochemical, fluorescence polarization, Cy5-IP20, bovine R1A, mouse PKAc; hit rate 0.083% among 340,000; PKA-R1A dissociation; scaled: DMSO 0%, 113 µM cGMP 100%; activation, % at 11.4 µM; cAMP-dependent protein kinase type I-alpha regulatory subunit (Bos taurus) + …;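 active means percent activation above the mean of all tested compounds plus 3 SD, cut at about 19% in these data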;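 further: higher means more PKAc released from R1A so a rise in polarization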
phage Ecoli inh: growth loss of phage-infected E. coli, primary screen, RecBCD inhibitor project, absorbance, with phage, HTS; inhibition, % at 11.9 µM; hit rate 0.26% among 360,000; AID 651602, 2012; in the data active means inhibition above about 11%
Ecoli viability: E. coli V3065 growth inhibition, primary screen, counter-screen for AddAB inhibitor project, absorbance, OD600. hit rate 0.27% among 330,000. AID 449728, 2010. 18 h. inhibition, % at 11.9 µM;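 active means inhibition above the campaign's mean inhibition across all tested compounds plus 3 SD, cut at about 9.9% in these data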;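 further: uninfected addAB+ strain grown without phage in ampicillin broth; 0% = DMSO wells and 100% = ciprofloxacin 0.95 µg/ml wells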
HTR5A inv ctr: HTR5A inverse agonists in luminescence cell assay, primary screen, counter-screen for OPRM1-OPRD1 heterodimer inverse agonist project, full-deck HTS; 5-hydroxytryptamine receptor 5A (Homo sapiens), P47898; HTR5A cell line, inverse agonism; inhibition, % at 9.3 µM; hit rate 0.083% among 340,000; AID 504634, 2011; in the data active means inhibition mostly above about 23%, no sharp cut-off; inactive means mostly below about 18%;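 further: 0% = cells with DMSO and 100% = no-cell wells with DMSO; some compounds called inactive have numbers as strong as hits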
DAGLB inhibitor: DAGLB lipase inhibitors, primary screen, biochemical, fluorescence, HTS; Diacylglycerol lipase-beta (Homo sapiens), Q8NCG7; HEK293T DAGLB membrane lysate, EnzChek fluorogenic substrate; inhibition, % at 5.17 µM; hit rate 0.059% among 340,000; AID 504411, 2011; in the data active means inhibition above about 34%;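 further: 0% = enzyme with vehicle and 100% = wells lacking enzyme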
AddAB inh: growth inhibition of E. coli expressing H. pylori AddAB, primary screen, AddAB inhibitor project, absorbance. inhibition, % at 11.9 µM. hit rate 0.29% among 330,000; in the data active means inhibition above about 12%;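 further: 0% = vehicle wells of infected cells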
Mot1-301 SUMO: yeast Mot1-301 growth rescue at high temperature, primary screen, SUMOylation pathway inhibitor project, S. cerevisiae, ATP luminescence, 38.5C; hit rate 1% among 320,000; S. cerevisiae Mot1-301 growth rescue; percent above DMSO median, 100 means doubled; growth rescue, % at 18.8 µM;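 active means every valid replicate shows activation above 250% relative to neutral control wells; inactive means the rest, any valid replicate at or below 250%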;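 further: OY570 slx delta 5 strain wells were the positive control but not used for scaling; some compounds called inactive have numbers as strong as hits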
CDK5 p35 inh: inhibitors of human CDK5/p35 kinase, primary screen, biochemical, single concentration; Cyclin-dependent kinase 5 (Homo sapiens) + Cyclin-dependent kinase 5 activator 1 (Homo …; Recombinant CDK5/p35, ADP-Glo luminescence, 60 min; inhibition, % at 10 µM; hit rate 0.01% among 330,000;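 active means highest replicate inhibition of at least 50% and at least 75% of replicates reaching 50%; inconclusive means only one of the two criteria met; inactive means both criteria failed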;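 further: plate controls were DMSO neutral control for no effect and GW8510 at 10 µM for full effect; many of its hits are not listed in these tables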
Target sequence (Q00535 whole entry, looked up): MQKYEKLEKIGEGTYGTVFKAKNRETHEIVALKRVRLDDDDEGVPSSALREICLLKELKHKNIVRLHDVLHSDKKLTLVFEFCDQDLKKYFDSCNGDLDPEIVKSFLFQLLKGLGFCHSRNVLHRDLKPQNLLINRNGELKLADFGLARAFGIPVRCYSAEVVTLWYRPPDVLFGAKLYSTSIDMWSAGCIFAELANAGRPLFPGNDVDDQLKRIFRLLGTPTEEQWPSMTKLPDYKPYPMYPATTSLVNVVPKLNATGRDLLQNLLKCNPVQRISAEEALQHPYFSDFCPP
Target sequence (Q15078 whole entry, looked up): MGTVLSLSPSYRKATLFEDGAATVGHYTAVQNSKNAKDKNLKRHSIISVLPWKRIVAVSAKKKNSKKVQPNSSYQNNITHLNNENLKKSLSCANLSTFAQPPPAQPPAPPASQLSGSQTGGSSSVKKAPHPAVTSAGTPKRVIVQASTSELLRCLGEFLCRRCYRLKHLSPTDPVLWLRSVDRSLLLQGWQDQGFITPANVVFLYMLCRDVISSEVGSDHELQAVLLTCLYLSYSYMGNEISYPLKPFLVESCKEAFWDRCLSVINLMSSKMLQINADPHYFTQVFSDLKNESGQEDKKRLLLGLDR
PKA-R2B act: activators of PKA-R2B holoenzyme, primary screen, biochemical, fluorescence polarization, Cy5-IP20, human; hit rate 0.079% among 340,000; cAMP-dependent protein kinase catalytic subunit beta (Homo sapiens) + cAMP-dependent …; AID 504700, 2011; activation, % at 11.4 µM; PKA-R2B holoenzyme dissociation; R2B truncated from residue 108, S112A mutant; 0% DMSO only, 100% 113 µM cGMP;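 active means activation above a cutoff set at the mean over all compounds plus 3 SD, cut at about 18% in these data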;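 further: higher means more holoenzyme dissociation and a rise in polarization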
Target sequence (P31323 whole entry, looked up, other chains not shown, the tested form may be a part): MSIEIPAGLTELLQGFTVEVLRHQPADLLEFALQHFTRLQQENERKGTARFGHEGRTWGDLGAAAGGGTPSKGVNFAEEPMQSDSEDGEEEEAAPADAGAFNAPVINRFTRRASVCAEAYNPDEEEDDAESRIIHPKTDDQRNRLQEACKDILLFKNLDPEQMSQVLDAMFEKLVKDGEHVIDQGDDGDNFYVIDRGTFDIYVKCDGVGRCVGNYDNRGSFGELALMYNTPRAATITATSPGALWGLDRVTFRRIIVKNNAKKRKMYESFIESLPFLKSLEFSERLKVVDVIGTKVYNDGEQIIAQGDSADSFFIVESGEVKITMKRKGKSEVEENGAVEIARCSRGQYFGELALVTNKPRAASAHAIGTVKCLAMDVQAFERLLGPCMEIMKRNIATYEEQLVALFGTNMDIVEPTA
HTR5A ag ctr: HTR5A agonists in luminescence cell assay, primary screen, counter-screen for OPRM1-OPRD1 heterodimer agonist project, full-deck HTS. 5-hydroxytryptamine receptor 5A (Homo sapiens), P47898. AID 504692, 2011. cell-based. activation, % at 9.3 µM. hit rate 0.61% among 340,000; in the data active means activation mostly above about 9.5%, no sharp cut-off; inactive means mostly below about 7.6%;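 further: 0% = cells with vehicle only and 100% = reference agonist; strong numbers were not always called active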
An asterisk follows results filed as active; ? = inconclusive; / = not tested or not shown; + = active, no number.

SMILES	Tat export inh	PKA-R1A activ	phage Ecoli inh	Ecoli viability	HTR5A inv ctr	DAGLB inhibitor	AddAB inh	Mot1-301 SUMO	CDK5 p35 inh	PKA-R2B act	HTR5A ag ctr
C[C@H](CO)N1C[C@H](C)[C@@H](CN(C)C)Oc2c(NC(=O)Cc3ccccc3)cccc2C1=O	5	-11	1.8	-2.3	-2	-2	5.0	/	1.9	6	1
CCC(Oc1ccccc1)C(=O)N(CC)CC(=O)NCc1ccc(F)cc1 (stereo not drawn)	3	-5	1.8	/	7	2	/	/	-1.2	-1	1
O=c1c2cc(N3CCOCC3)ccc2[nH]c(=S)n1Cc1ccccn1	-10	4	0.7	0.8	2	-1	1.2	-21	-0.2	-7	-1
NS(=O)(=O)c1ccc(NS(=O)(=O)c2ccc(NC(=S)Nc3ccccc3)cc2)cc1	-7	9	6.2	6.2	-12	2	12	/	0.5	-22	1
CCOc1ccc(C(=O)O[C@H]2[C@H](Cc3ccccc3)NS(=O)(=O)[C@H]3C[C@@H]4C=C[C@]23O4)cc1	3	4	2.9	-2.7	-11	3	-3.0	-4	2.1	-5	-1
Cc1cccc(C)c1NC(=O)COC(=O)CNC(=O)C1CCCCC1	-6	-7	2.1	-3.1	9	0	0.2	/	4.5	8	-3
Cc1ccc(CC2CC(=O)N(c3ccc4c(c3)OCCO4)C2=O)cc1 (stereo not drawn)	-2	-4	1.8	-1.3	18	-2	0.9	+	-0.1	14	0
CC(CCc1ccco1)NC(=O)CCc1nnc2ccc(NCc3ccc(Cl)cc3)nn12 (stereo not drawn)	-19	3	2.4	-1.2	-9	1	2.7	107	/	-13	4
CCOc1ncccc1C(=O)OCC(=O)N(CC)c1ccccc1	-4	-10	0.6	0.0	3	0	-2.3	439*	-3.0	-3	-1
CC(=O)CSc1nc2c(c(=O)[nH]c(=O)n2C)n1Cc1cccc(Br)c1	-3	-7	-3.2	-0.9	-4	1	2.8	185	-1.3	5	1
O=C(O)c1ccc2c(c1)C(=O)/C(=C/c1ccccc1)C2=O	-1	-7	2.0	-0.3	22	1	4.1	277	-4.6	14	-1
O=C(COC(=O)c1n[nH]c2ccccc12)NC1CCCCC1	7	-9	1.3	-1.2	-4	1	1.2	3	-0.3	-17	1
COC(=O)CSc1nc(C)cc(Oc2ccccc2)n1	-8	-8	-0.3	-1.5	2	-3	0.4	-11	-1.6	-2	-1
CCOc1ccccc1NC(=O)COC(=O)c1cc(C)oc1C	13	1	-0.8	-3.4	16	-11	-2.0	0	0.1	-3	-4
CC(=O)c1ccc(NC(=S)Nc2cccc(Cl)c2C)cc1	2	3	3.5	-0.6	14	-4	2.7	-7	-2.7	0	9
Cc1noc(NS(=O)(=O)c2ccc(NC(=O)c3cc(S(=O)(=O)N(C)c4ccccc4)ccc3Cl)cc2)c1C	2	2	-1.6	/	-4	10	/	/	-4.1	-6	1
Nc1nc(=O)n(C2CC(O)C(CO)O2)cc1F (stereo not drawn)	?	2	87*	/	-5	-3	/	/	2.6	-2	1
COc1ccccc1-c1cccc([C@@H]2C[C@H]3[C@H](CON3C)CN2C(=O)CCc2ccccc2)c1	9	2	1.9	/	6	-1	/	/	0.2	-2	-1
Cc1ccccc1C(=O)NC(=S)NCC(=O)c1ccccc1	-9	-1	1.9	-2.3	0	-8	-0.9	9	0.9	-8	3
CC(=O)Nc1cccc(-c2nc3ccccc3o2)c1	-3	2	1.5	2.0	0	0	2.1	-9	1.1	-4	0
Cc1ccc(C(=O)CNc2ccccc2C)cc1	1	-2	3.8	0.0	-12	0	0.9	-13	1.1	-2	0
Cc1oc(-c2ccccc2)nc1CC(=O)O	-3	2	-0.3	-0.2	-24	-4	2.1	5	0.4	5	-1
COc1ccc(/C=C2/SC(=S)N(CCC(=O)O)C2=O)cc1	9	-2	0.1	-1.4	-29	3	1.6	9	-1.9	6	-2
CCOc1ccc(-c2c(=O)n(OCc3ccc([N+](=O)[O-])cc3)c3ccccc3[n+]2[O-])c(OCC)c1	1	-7	2.7	-2.7	-17	-1	-3.7	13	-0.3	-5	1
CCOC(=O)N1CCN(C(=O)COC(=O)c2ccc(N(C)C)cc2)CC1	-4	4	-1.2	2.9	-14	-1	1.5	9	-0.2	3	6

Full records as entered above.
CC(=O)c1ccc(NC(=S)Nc2cccc(Cl)c2C)cc1 as listed: Tat export inh: 2; PKA-R1A activ: 3; phage Ecoli inh: 3.5; Ecoli viability: -0.6; HTR5A inv ctr: 14; DAGLB inhibitor: -4; AddAB inh: 2.7; Mot1-301 SUMO: -7; CDK5 p35 inh: -2.7; PKA-R2B act: 0; HTR5A ag ctr: 9
Nc1nc(=O)n(C2CC(O)C(CO)O2)cc1F (stereo not drawn) as listed: Tat export inh: ?; PKA-R1A activ: 2; phage Ecoli inh: 87*; Ecoli viability: /; HTR5A inv ctr: -5; DAGLB inhibitor: -3; AddAB inh: /; Mot1-301 SUMO: /; CDK5 p35 inh: 2.6; PKA-R2B act: -2; HTR5A ag ctr: 1
CCOc1ncccc1C(=O)OCC(=O)N(CC)c1ccccc1 as listed: Tat export inh: -4; PKA-R1A activ: -10; phage Ecoli inh: 0.6; Ecoli viability: 0.0; HTR5A inv ctr: 3; DAGLB inhibitor: 0; AddAB inh: -2.3; Mot1-301 SUMO: 439*; CDK5 p35 inh: -3.0; PKA-R2B act: -3; HTR5A ag ctr: -1

Further structures:
SMILES	Tat export inh	PKA-R1A activ	phage Ecoli inh	Ecoli viability	HTR5A inv ctr	DAGLB inhibitor	AddAB inh	Mot1-301 SUMO	CDK5 p35 inh	PKA-R2B act	HTR5A ag ctr
Cc1ccc(S(=O)(=O)N2CCOCC2)cc1C(=O)OCC(=O)NC1CCCC(C)C1C (stereo not drawn)	7	-13	2.0	-0.7	-11	-3	-0.1	-11	1.0	0	5
O=C1CC(C(=O)N2CCN(c3ccccc3)CC2)CN1Cc1ccccc1 (stereo not drawn)	-5	-4	0.8	2.8	-19	2	1.3	-5	-1.8	4	8
COc1ccc(S(=O)(=O)N2CCN(C(=O)c3sccc3-c3ccccc3)CC2)cc1	6	3	1.8	1.4	14	1	4.2	-32	-2.5	-6	-6
Cc1ccc(N(CC(=O)NCc2ccco2)C(=O)CCC(=O)Nc2ccccn2)c(C)c1	5	-4	0.4	0.4	14	3	3.0	-3	-1.8	-10	-5
O=C(Nc1nnc(S(=O)(=O)N2CCCCCC2)s1)c1ccc(Br)cc1	3	-8	4.0	0.0	-38	2	1.7	5	0.8	2	13
COc1ccc(C)c2sc(NC(=O)CCS(=O)(=O)c3ccccc3)nc12	9	-6	-1.4	-0.7	-21	0	-2.4	9	-7.2	-1	9
CCOc1ccc(NC(=O)CCn2cccc2)cc1	-5	1	1.9	-0.7	-15	1	-0.8	-35	-0.2	4	-1
CCOC(=O)c1ccc(-n2c(C)nc3c(cnn3-c3ccccc3Cl)c2=O)cc1	1	-4	2.5	0.6	5	1	1.6	5	-2.0	3	0
Cc1ccccc1NC(=O)C1CCC(C)(C(=O)O)C1(C)C (stereo not drawn)	-5	-1	0.7	-1.1	-34	1	-1.8	163	0.9	11	-2
Cc1c(O)ccc2c(CC(=O)N[C@@H](Cc3c[nH]c4ccccc34)C(=O)O)cc(=O)oc12	-8	-1	-0.1	0.3	7	4	-1.3	35	0.0	9	-2
Cc1oc(-c2ccccc2Cl)nc1CN1CCCCC1c1cccnc1 (stereo not drawn)	-11	-7	3.0	1.0	20	-1	0.1	130	-4.8	-2	-4
CC(=O)Nc1nonc1NC(=O)CSC1=NCCS1	6	4	1.2	-0.2	12	0	-0.1	-6	-0.4	2	1
CN1CCN(c2nc3c(c(=O)[nH]c(=O)n3C)n2CCOc2ccccc2)CC1	-4	-9	2.5	/	12	1	/	/	1.5	8	-2
Cc1c(NC(=O)CN2CCN(c3ccc(O)cc3)CC2)c(=O)n(-c2ccccc2)n1C	?	4	2.7	-0.5	-3	1	-1.3	1	-0.9	-3	3
Cc1ccc(S(=O)(=O)N2CCN(CCOc3c(Cl)cccc3Cl)CC2)cc1C	11	-10	1.8	0.7	12	-14	1.5	7	0.9	-10	-5
O=C(CNCc1ccc(F)cc1)Nc1ccccc1[N+](=O)[O-]	4	-1	2.3	-1.9	5	-6	-0.3	-24	-0.4	-5	-2
Cc1cccc(NC(=O)CSc2ncnc3sc(C)c(C)c23)n1	5	-5	3.2	/	-23	-2	/	77	-0.4	-17	3
COc1ccc(-n2c(SCC(=O)Nc3cc(C)on3)nc3c(c2=O)SCC3)cc1	10	-3	0.5	-2.7	-4	-3	-0.8	-5	0.5	-6	0
COc1ccc(-c2ccnc3c(C(=O)O)cnn23)cc1	-2	0	1.1	-0.6	6	0	0.7	7	-1.9	11	-2
CC(OC(=O)c1ccc(-n2cnnn2)cc1)C(=O)Nc1ccccc1[N+](=O)[O-] (stereo not drawn)	-3	-12	0.1	0.5	3	-1	1.3	3	-1.0	-4	6
Cc1ccc(C)c(N2CCN(C(=O)CN3C(=S)NC(C)(C)CC3C)CC2)c1 (stereo not drawn)	6	-9	1.1	-0.8	-20	1	0.6	-2	-1.8	-6	-3
O=C(NC1C=CS(=O)(=O)C1)c1ccccc1 (stereo not drawn)	-12	-1	3.6	-0.4	9	-3	2.1	-9	-1.5	-5	1
CCc1nnc(NS(=O)(=O)c2ccc(N=Cc3c(C)[nH]n(-c4ccc(C)cc4)c3=O)cc2)s1	0	-1	9.1	9.3	-1	1	11	12	-1.4	-5	1
O=C(Nc1ccccc1C(=O)OCc1nnc(-c2ccccc2)o1)c1ccco1	-4	-12	1.3	-1.6	-3	-4	0.0	-9	0.2	-3	-1
CCOCCCNc1ccc(-c2ccccc2)nn1	-3	0	1.4	0.6	-1	-1	-0.3	15	1.6	-3	4
Cc1ccc(C)c(N2CCN(S(=O)(=O)c3ccc4c(c3)NC(=O)CO4)CC2)c1	3	-11	1.8	1.2	-4	1	2.1	/	1.4	-9	1

A section taken from the entries so far, as a working copy:
SMILES	Tat export inh	PKA-R1A activ	phage Ecoli inh	Ecoli viability	HTR5A inv ctr	DAGLB inhibitor	AddAB inh	Mot1-301 SUMO	CDK5 p35 inh	PKA-R2B act	HTR5A ag ctr
O=C(NC1C=CS(=O)(=O)C1)c1ccccc1 (stereo not drawn)	-12	-1	3.6	-0.4	9	-3	2.1	-9	-1.5	-5	1
CCc1nnc(NS(=O)(=O)c2ccc(N=Cc3c(C)[nH]n(-c4ccc(C)cc4)c3=O)cc2)s1	0	-1	9.1	9.3	-1	1	11	12	-1.4	-5	1
